# Assay outcomes from PubChem.
# KCNK3 inh: human KCNK3 channel inhibition, primary screen. CHO-KCNK3 thallium flux, FluxOR fluorescence; stronger effect = lower value. hit rate 0.84% among 340,000. B-score at 10 µM;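 active means B-score under library mean minus 4 SD, starting fluorescence ratio at most library mean plus 5 SD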;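 further: more negative B-score means stronger inhibition of thallium flux through KCNK3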
# Target sequence (O14649 whole entry, looked up): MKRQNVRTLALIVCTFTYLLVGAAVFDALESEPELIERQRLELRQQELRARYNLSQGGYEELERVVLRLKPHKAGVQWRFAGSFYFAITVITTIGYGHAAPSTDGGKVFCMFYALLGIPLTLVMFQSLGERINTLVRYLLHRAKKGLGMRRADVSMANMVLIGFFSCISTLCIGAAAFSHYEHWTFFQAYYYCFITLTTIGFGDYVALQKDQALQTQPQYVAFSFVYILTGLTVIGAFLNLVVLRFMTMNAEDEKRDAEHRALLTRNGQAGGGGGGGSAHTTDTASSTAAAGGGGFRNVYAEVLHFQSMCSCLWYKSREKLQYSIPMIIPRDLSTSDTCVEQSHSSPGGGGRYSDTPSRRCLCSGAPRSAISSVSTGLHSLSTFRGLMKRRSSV
# DYRK1A inh: inhibitors of rat Dyrk1A kinase. inhibition, % at 12.5 µM. Q63470. ADP-Glo luminescence, NFATc1 peptide. AID 504441. hit rate 0.43% among 310,000; in the data active means inhibition above about 50%;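 further: plate controls were vehicle with enzyme for no effect and no enzyme for full effect; many of its hits are not listed in these tables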
# An asterisk follows results filed as active; i = inactive. This is a subset (hit frequency here may not be typical).
DYRK1A inh	KCNK3 inh	Molecule
6.2	i	COc1ccc(/C=C/C(=O)Nc2ccccc2C(N)=O)cc1S(=O)(=O)N1CCOCC1
0.3	i	CN(C)C(=O)CCc1ccc2c3c([nH]c2c1)[C@]1(CCC2CCCC2)[C@@H](C(=O)N2CCOCC2)C[C@H](CC(=O)NCCC2=CCCCC2)C(=O)N1CC3
8.1	i	CC(=O)OCC(=O)C1(O)CCC2C3CC(C)C4=CC(=O)C=CC4(C)C3=CCC21C (configuration not stated)
-2.1	i	CC(=O)OC1(C(C)=O)CCC2C3CC(C(F)(F)F)C4=CC(=O)CCC4(C)C3CCC21C (configuration not stated)
0.4	i	COc1cc(Cl)c(C)cc1NC(=O)c1ccccc1NC(=O)CN1CCN(c2ccccn2)CC1
-6.1	i	Nc1nc(SCc2ccccc2)c2ncn(CCO)c2n1
-2.3	i	CCOc1ccc(N2CC(C(=O)Nc3cccc(C(=O)NC4CC4)c3)CC2=O)cc1 (configuration not stated)
2.8	i	CC(Sc1nnc(C2CC2)n1C1CC1)C(=O)c1ccc(Br)cc1 (configuration not stated)

DYRK1A inh	KCNK3 inh	Molecule
3.5	i	Cc1c2cnn(CC(=O)NCCN3CCOCC3)c(=O)c2c(C)n1Cc1ccccc1F
-2.9	i	CC(=O)O[C@H]1[C@H](O)[C@H](Oc2c(O)c(C)c3c4c2[C@@H](C)CC[C@@H]4[C@@H](C)C[C@H]3C=C(C)C)O[C@@H](C)[C@H]1O
3.7	i	Cc1nc(N)nc(N)c1-c1ccc([N+](=O)[O-])cc1
6.3	i	O=[N+]([O-])c1ccccc1C=NNc1ccccc1
-5.5	i	CCN(C[C@H]1N[C@@](C)(C(=O)OC)[C@H]2C(=O)N(C)C(=O)[C@@H]12)S(=O)(=O)c1ccc(OC(F)(F)F)cc1
-1.3	i	CN(CC(=O)Nc1c(Cl)cccc1Cl)C(=O)c1ccc(NS(=O)(=O)c2ccc3[nH]c(=O)[nH]c3c2)cc1
-2.0	i	CC[C@]1(C(=O)OC)[C@H]2C(=O)N(Cc3ccccc3)C(=O)[C@H]2[C@H]2CN=C(SCc3ccc(C(=O)OC)cc3)N21
3.5	i	O=[N+]([O-])c1ccc(C=Nc2ccc(Cl)c([N+](=O)[O-])c2)s1

DYRK1A inh	KCNK3 inh	Molecule
3.8	i	COc1ccc(C(=O)OCC(=O)NC(Cc2ccccc2)C(C)=O)cc1S(=O)(=O)N1CCCC1 (configuration not stated)
2.7	i	Cc1ccc(S(=O)(=O)NCCC2=CCCCC2)cc1
1.0	i	CCN(CC)C1Oc2cc3c(cc2C(c2cc(OC)c(OC)c(OC)c2)C1C)OCO3 (configuration not stated)
2.5	i	CC[C@@]1(C(=O)OC)N[C@H](CN(C)C(=O)COc2ccccc2)[C@@H]2C(=O)N(C)C(=O)[C@@H]21
16.1	i	O=C(COC(=O)c1cc[n+]([O-])cc1)Nc1cccc(Br)c1
-5.4	i	CCCCOC(=O)C1C2CCC(O2)C1C(=O)OCC (configuration not stated)
1.7	i	O=C1c2ccccc2C(=O)N1c1ccccc1
3.9	i	CC(OC(=O)C1=Cc2ccccc2OC1)C(=O)NCC1CCCO1 (configuration not stated)

DYRK1A inh	KCNK3 inh	Molecule
-4.0	i	Cc1nccn1-c1c2c(c(C#N)c3nc4ccccc4n13)CCCC2
-4.5	i	CC(CNC(=O)CN1C(=O)NC2(CCCCC2)C1=O)c1ccccc1 (configuration not stated)
15.9	i	COc1cccc(C2/C(=C(/O)c3ccccc3)C(=O)C(=O)N2CCCC(=O)O)c1 (configuration not stated)
-5.6	i	ON=C1CCCCCCCC1
-4.5	i	CN(CCc1ccccc1)C(=O)c1ccc(NC(=O)Cc2ccc(NC(=O)C3CCN(C(=O)CCc4ccccc4)CC3)cc2)cc1
7.7	i	COc1cc(SC)ccc1C(=O)N1CCN(S(=O)(=O)/C=C/c2ccccc2)CC1
3.4	i	O=C(CCNC(=O)c1ccccc1Cl)Nc1cccc(S(=O)(=O)N2CCCCC2)c1
-2.4	i	CC(C)C[C@@H](CN)NC(=O)c1nc[nH]c1C(=O)N[C@@H](CC(=O)O)C(=O)CNC[C@H](C)NC(=O)c1nc[nH]c1C(=O)N[C@@H](CC(=O)O)C(=O)O

DYRK1A inh	KCNK3 inh	Molecule
-3.9	i	Cc1cc(C)nc(N2CCN(c3nc(-c4ccccc4)nc4c3oc3ccccc34)CC2)n1
0.4	i	CCOC(=O)C1Oc2ccccc2C(c2ccoc2)=C1C(=O)OC (configuration not stated)
-2.0	i	CC(C)(S)[C@@H](N)C(=O)O
-4.5	i	CC(C(=O)Nc1ccccc1F)N1CCN(S(=O)(=O)c2ccc(C(F)(F)F)cc2)CC1 (configuration not stated)
-7.9	i	CC(OC(=O)CNC(=O)c1ccc(Cl)c([N+](=O)[O-])c1)C(=O)NC1CCCCC1C (configuration not stated)
8.1	i	CCCCC(CC)C(=O)O (configuration not stated)
4.0	i	CCOC(=O)Nc1ccc2c(CN3C(=O)NC4(CCCC4)C3=O)cc(=O)oc2c1
6.5	i	O=C(CN1CCN(c2ccc(F)cc2)CC1)Nc1ccccc1C(=O)NCCc1ccccc1

DYRK1A inh	KCNK3 inh	Molecule
9.4	i	COC(=O)c1cncn1Cc1ccccc1
0.4	i	CCc1ccccc1OCC(=O)N1CCN(c2ncccn2)CC1
-5.2	i	OCC1OC2C(NC(=S)N2c2ccccc2)C(O)C1O (configuration not stated)
3.9	i	CC(=O)NC1CC2CCCC(C1)N2C(=O)Nc1cccc(C)c1 (configuration not stated)
5.2	i	C[C@H](CO)N1C[C@H](C)[C@@H](CN(C)C(=O)NC2CCCCC2)Oc2ccc(NC(=O)C3CC3)cc2C1=O
-7.0	i	NC(=O)NN=C1CC2CC1C1C=CCC21 (configuration not stated)
1.5	i	CCCCn1cnc2c(SCCc3ccccc3)nc(N)nc21
5.5	i	CC(Sc1ccc(S(=O)(=O)N2CCN(C)CC2)cn1)C(=O)NC1(C#N)CCCCC1 (configuration not stated)

DYRK1A inh	KCNK3 inh	Molecule
-4.6	i	Cc1cccc2c(=O)n3c(cc12)-c1[nH]c2ccccc2c1CC3
-0.3	i	O=C(CCCCC(=O)OC1CCCCC1)OC1CCCCC1
-5.7	i	O=C(O)C1C2CC3OC(=O)C1C3C2 (configuration not stated)
1.5	i	COc1cc2c(cc1NC(=O)C(Cl)Cl)-c1ccc(NC(=O)C(Cl)Cl)cc1C2
-8.5	i	CNc1snc(C)c1C(=O)OCC(=O)Nc1ccc(C)cc1F
8.4	i	Cc1cc(C(=O)NNC(=O)/C=C/c2ccco2)c(C)o1
-2.0	i	CCN(C(=O)c1ccc(=O)n(C)n1)c1c(N)n(Cc2ccccc2)c(=O)[nH]c1=O
3.3	i	O=C(COC(=O)c1cccc(S(=O)(=O)N2CCCCC2)c1)NCc1ccccc1

# Compound profiles, from the list above. Order of screens: DYRK1A inh | KCNK3 inh
# CCN(C(=O)c1ccc(=O)n(C)n1)c1c(N)n(Cc2ccccc2)c(=O)[nH]c1=O is listed with -2.0 | i
# OCC1OC2C(NC(=S)N2c2ccccc2)C(O)C1O (configuration not stated) is listed with -5.2 | i
# O=[N+]([O-])c1ccc(C=Nc2ccc(Cl)c([N+](=O)[O-])c2)s1 is listed with 3.5 | i
# CN(C)C(=O)CCc1ccc2c3c([nH]c2c1)[C@]1(CCC2CCCC2)[C@@H](C(=O)N2CCOCC2)C[C@H](CC(=O)NCCC2=CCCCC2)C(=O)N1CC3 is listed with 0.3 | i
# CCOc1ccc(N2CC(C(=O)Nc3cccc(C(=O)NC4CC4)c3)CC2=O)cc1 (configuration not stated) is listed with -2.3 | i

# Other records:
DYRK1A inh	KCNK3 inh	Molecule
1.4	i	COCCNCc1cc(C)n(-c2cc(S(=O)(=O)N3CCOCC3)ccc2N2CCCC2)c1C
-0.4	i	O=C(O)COc1ccc(C=C2SC(=S)N(c3ccccc3)C2=O)cc1
-6.6	i	C[C@@H]1[C@H](c2ccccc2)Oc2ccc(Cl)cc2S(=O)(=O)N1CC1CCCN1C(=O)OC(C)(C)C (some centres not stated)
-3.5	i	O=C(CCc1ccccc1)n1nc(-c2ccco2)nc1SCc1ccccc1
-7.4	i	CCOC(=O)c1ccccc1NC(=O)C1CC(=O)N(C2CCCC2)C1 (configuration not stated)
2.7	i	CCCCn1cnc2c(SCc3cccc(F)c3)nc(N)nc21
-5.3	i	CC(=O)C1(O)CCC2C3CCC4CC(=O)CCC4(C)C3C(=O)CC21C (configuration not stated)
-4.1	i	O=C1CC(NCc2ccccc2)C(=O)N1c1ccc(F)cc1 (configuration not stated)

DYRK1A inh	KCNK3 inh	Molecule
-2.3	i	CC(C)c1ccc(N(CC(=O)NCCCN2CCOCC2)S(=O)(=O)c2ccccc2)cc1
-2.1	i	CC(C)C[C@H]1CNC(=S)N1CC1CCCN1C[C@H](Cc1ccc(O)cc1)N1C[C@H](Cc2ccccc2)N(CC2CCCCC2)C1=S (some centres not stated)
-1.6	i	COCCN1C(=O)C(C(=O)OC)CC2=C1CC(C)(C)CC2=O (configuration not stated)
0.6	i	Cc1ccc(S(=O)(=O)NCC(=O)OCC(=O)NCc2ccc3c(c2)OCO3)cc1
-0.6	i	CCN(CC)S(=O)(=O)c1cccc(NC(=O)CN2C(=O)NC3(CCOc4ccccc43)C2=O)c1 (configuration not stated)
-5.2	i	COC(=O)C1=C(C(=O)OC)[C@]2([C@H]3CC=CCN[C@@H](Cc4ccccc4)C(=O)N3Cc3ccccc3)C=C[C@H]1O2
38.6	i	COc1cc(-c2ccc(Nc3ccccc3C(=O)O)c(OC)c2)ccc1Nc1ccccc1C(=O)O
-0.9	i	Cc1cc(OC(=O)c2ccc(S(=O)(=O)N3CCOCC3)cc2)c([N+](=O)[O-])c(=O)[nH]1

DYRK1A inh	KCNK3 inh	Molecule
-5.4	i	S=C(NCCc1ccccc1)N1CCN(C(=S)NCCc2ccccc2)CC1
-3.9	i	O=C(CN1CCN(C(=O)c2ccc(-c3nc4ccccc4s3)o2)CC1)Nc1ccccc1Cl
0.1	i	CC(CCCN1CCCC1)Nc1ccnc2cc(Cl)ccc12 (configuration not stated)
7.4	i	COc1cccc(CN(C)C(=O)COc2cccc3c2OC(C)(C)C3)c1OC
4.7	i	COc1ccc2ccccc2c1C1NC(=O)c2ccccc2N1 (configuration not stated)
-2.9	i	COc1ccc(NC(=O)CN(C)C(=O)c2ccc(S(=O)(=O)Nc3ccccc3C)cc2)cc1
7.7	i	O=C(NCCC(=O)N1CCN(c2ccc(F)cc2)CC1)c1ccco1
0.5	i	CCCCN1CCC(CN2C(=O)C(=O)NC[C@@H]2Cc2ccccc2)CC1

DYRK1A inh	KCNK3 inh	Molecule
1.3	i	CCN1C[C@@H]2[C@@H]3C(=O)N(Cc4ccccc4)C(=O)[C@@H]3[C@](Cc3ccccc3)(C1=O)N2C(=O)c1ccc(Cl)c(Cl)c1
-3.8	i	O=C1OC[C@H]2CCCC[C@@H](CO)ON12
4.1	i	O=C(Cn1nc2ccccc2n1)N/N=C/c1cc(Cl)cc([N+](=O)[O-])c1O
2.8	i	COc1cccc(C2c3cc4c(cc3OC(N3CCCC3)C2C)OCO4)c1O (configuration not stated)
3.3	i	O=C(Nc1cc(-c2ccccc2)cs1)c1ccco1
-11.9	i	Cc1ccc(NC(=O)CSCC(=O)N(CCC(C)C)c2c(N)n(Cc3ccccc3)c(=O)[nH]c2=O)cc1
-5.4	i	CCN(CC)c1ccc(S(=O)(=O)N2CCOCC2)cc1NC(=O)COC(=O)/C=C/c1ccc(O)c(OC)c1
0.3	i	CCOC(=O)CC1=NN(c2ccccc2)C(=O)C1=c1sc(=C2SC(C)=C(C)N2CC)c(=O)n1CC

DYRK1A inh	KCNK3 inh	Molecule
-5.9	i	Cc1cn(CC(=O)NCc2ccc(N(C)C)cc2)c(=O)[nH]c1=O
0.8	i	CCCCNc1ccc(C(F)(F)F)cc1S(=O)(=O)NCCc1ccc(F)cc1
0.7	i	CC1(C)C2(C#N)C(=O)NC(=O)C12C#N (configuration not stated)
-0.3	i	CCN(CC)S(=O)(=O)c1ccc(OC)c(NC(=O)CCc2c(C)noc2C)c1
-1.6	i	COc1cccc(NC(=O)CN(C)C(=O)c2cc(S(=O)(=O)Nc3ccccc3OC)ccc2C)c1
-5.4	i	CN1C[C@@H]2[C@@H]3C(=O)N(C)C(=O)[C@@H]3[C@](C)(C1=O)N2C(=O)c1ccc(F)cc1
-5.3	i	COc1ccc(CNC(=O)CCC(=O)N2CCN(S(=O)(=O)c3cc([N+](=O)[O-])ccc3C)CC2)cc1
12.5	-9.62*	Clc1cccc(-c2ccc(-c3nc4ccccn4c3NCc3ccccc3)cc2)c1

DYRK1A inh	KCNK3 inh	Molecule
-1.5	i	Nc1cc(SCc2ccc(Cl)cc2Cl)ncn1
1.6	i	NC(=S)NN=C(c1ccc(Br)cc1)C1CC1
1.9	i	CN(C(=O)c1ccc(NC(=O)Cc2cccc(NC(=O)C3CCCN(C(=O)C4CCCC4)C3)c2)cc1)C1CC1 (configuration not stated)
4.0	i	COC(=O)c1ccc(CSC2=NC[C@@H]3[C@@H]4C(=O)N(Cc5ccccc5)C(=O)[C@@H]4[C@](Cc4ccccc4)(C(=O)OC)N23)cc1
5.0	i	Cc1cc2c(cc(C(=O)OC(C)C(=O)NCc3ccccc3)n2C)o1 (configuration not stated)
56.5*	-14.3*	CN1CCN(C2=C(Cl)C(=O)c3ccccc3C2=O)CC1
-2.9	i	Cc1ccc(S(=O)(=O)N2CCN(C(=O)COC(=O)c3ccccc3OC(F)F)CC2)c(C)c1
-3.7	i	COc1cccc(CC(=O)OCC(=O)Nc2c(C)nn(-c3ccccc3)c2C)c1

DYRK1A inh	KCNK3 inh	Molecule
24.6	i	CCCn1c(SCC(=O)N2CCCC2=O)nc2ccccc2c1=O
-2.0	i	O=C(NCC1COc2ccccc2O1)c1c[nH]c2ccc(S(=O)(=O)N3CCOCC3)cc2c1=O (configuration not stated)
29.9	i	S=c1[nH]c2ccccc2n1CCc1ccncc1
-1.7	i	NC(=S)NN=C1c2cc(Cl)ccc2-c2c1cc(Cl)cc2[N+](=O)[O-]
3.1	i	COc1cccc(CNC(=O)COC(=O)CNC(=O)c2ccc(-c3ccccc3)cc2)c1
-2.3	i	N#CCCN(C(=O)COC(=O)C1CCN(S(=O)(=O)c2ccccc2C(F)(F)F)CC1)c1ccccc1
